Screening data deposited in PubChem by several laboratories.
Wee1 stabilizer: human Wee1 degradation inhibition, primary screen; P30291; HeLa Luc-Wee1K328M stability, luciferase luminescence; 100% = proteasome inhibitor MG132 effect; reporter increase, % at 5 µM; 220,000 compounds, 1.2% hits; AID 1321;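 active means activation above the mean of all tested compounds plus 3 SD, set per screening run, cut at about 8.8% in these data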;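 further: cells exposed to compound for 20 h before luminescence read; 0% = DMSO alone and 100% = MG132 at 30 µM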
zVAD death inh: L929 zVAD cell death inhibition | 220,000 compounds, 0.38% hits | viability rescue, % at 10 µM | AID 1377 | L929 zVAD necroptosis rescue, ATP luminescence, 24 h; with zVAD 60 µM;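 active means activation, scaled between plate controls, above about 75%, limit read from the data; inactive means activation under that limit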;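 further: 0% = zVAD with DMSO and 100% = DMSO alone without zVAD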
CHOP inhibitor: inhibitors of CHOP induction in ER stress response; inhibition, % at 10 µM; CHO-K1 CHOP-promoter luciferase, tunicamycin-induced, 15-18 h; 220,000 compounds, 3.8% hits; AID 2732;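 active means compounds that reduced the stress-induced luciferase reporter signal by more than about 70% of percent inhibition, limit read from the data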;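 further: 0% = tunicamycin plus vehicle and 100% = wells without tunicamycin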
FXIIa inh: inhibitors of human coagulation factor XIIa. P00748. purified FXIIa, Boc-QGR-AMC fluorogenic substrate, 2 h. inhibition, % at 5 µM. 220,000 compounds, 0.3% hits. AID 800; in the data active means inhibition above about 40%;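 further: 0% = enzyme with no compound and 100% = blank without enzyme; many of its hits are not listed in these tables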
EP2 antag: inhibitors of human EP2 prostaglandin E2 receptor; P43116; C6 glioma cells expressing human EP2, cAMP TR-FRET; cells stimulated with saturating PGE2; inhibition, % at 25 µM; 260,000 compounds, 0.52% hits;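 active means percent inhibition above 40 after rounding to a whole number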;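 further: rat C6 glioma host cells with rolipram phosphodiesterase inhibitor present; the protocol text gives 20 µM as final concentration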
Target sequence (P43116 whole entry, looked up): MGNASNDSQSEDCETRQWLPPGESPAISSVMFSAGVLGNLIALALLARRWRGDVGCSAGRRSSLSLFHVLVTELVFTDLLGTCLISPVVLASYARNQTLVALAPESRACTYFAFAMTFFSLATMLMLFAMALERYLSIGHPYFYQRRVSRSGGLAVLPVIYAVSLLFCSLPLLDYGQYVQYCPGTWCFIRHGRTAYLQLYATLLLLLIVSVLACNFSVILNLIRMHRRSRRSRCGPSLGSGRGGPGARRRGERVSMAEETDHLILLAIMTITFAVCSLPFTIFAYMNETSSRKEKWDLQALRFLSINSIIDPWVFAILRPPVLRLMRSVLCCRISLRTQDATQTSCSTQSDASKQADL
FXIa inh 1536: blocks human coagulation factor XIa protease activity; 220,000 compounds, 0.14% hits; AID 798; purified FXIa, Boc-Glu-Ala-Arg-AMC fluorogenic substrate; inhibition, % at 5 µM;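 active means inhibition of at least 40%; inactive means inhibition below 40%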;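 further: fluorescence of freed AMC excited at 355 nm; 0% = enzyme without compound and 100% = no enzyme blank; many of its hits are not listed in these tables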
Target sequence (P03951 19-387 limits assumed): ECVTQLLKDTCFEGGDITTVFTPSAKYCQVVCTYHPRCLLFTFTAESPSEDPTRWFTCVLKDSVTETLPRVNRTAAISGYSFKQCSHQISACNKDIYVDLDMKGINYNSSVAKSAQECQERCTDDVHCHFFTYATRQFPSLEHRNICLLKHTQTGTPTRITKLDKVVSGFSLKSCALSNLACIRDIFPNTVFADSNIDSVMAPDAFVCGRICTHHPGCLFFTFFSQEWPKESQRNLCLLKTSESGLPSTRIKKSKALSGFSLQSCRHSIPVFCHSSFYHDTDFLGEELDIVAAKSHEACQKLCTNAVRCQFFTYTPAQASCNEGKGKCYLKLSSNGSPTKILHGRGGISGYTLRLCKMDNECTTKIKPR
Target sequence (P03951 388-625 limits assumed): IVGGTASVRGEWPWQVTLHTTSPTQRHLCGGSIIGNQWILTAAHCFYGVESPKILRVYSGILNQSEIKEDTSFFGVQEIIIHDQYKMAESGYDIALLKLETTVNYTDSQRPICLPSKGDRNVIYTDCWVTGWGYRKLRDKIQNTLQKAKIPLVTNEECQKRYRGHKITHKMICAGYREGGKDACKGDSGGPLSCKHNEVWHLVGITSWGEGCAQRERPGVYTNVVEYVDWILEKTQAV
TNF necrop inh: inhibitors of TNF-alpha induced necroptosis in Jurkat FADD-/- cells. Jurkat FADD-/- TNF necroptosis rescue, ATP luminescence, 24 h; 0 = TNF only, 100 = no-TNF cells. 220,000 compounds, 0.068% hits. activation (protection from cell death), % at 10 µM. AID 463075;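 active means activation, meaning protection from cell death, of at least 50% relative to plate controls; inactive means activation below 50%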;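 further: necroptosis triggered by 40 ng/mL TNF-alpha added together with compound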
TbHK1 inh: T. brucei hexokinase 1 inhibition | recombinant TbHK1, G6PDH-coupled NADH A340 | inhibition, % at 10 µM | 220,000 compounds, 0.11% hits | AID 1430;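 active means inhibition of 50% or more in the single-dose primary screen; inactive means inhibition below 50%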
PPC-1+TRAIL kill: compounds killing PPC-1 cancer cells with TRAIL present (potentiator screen, no TRAIL-free arm); PPC-1 cells + TRAIL, ATPLite viability luminescence; cell killing (% activity), % at 4 µM; 220,000 compounds, 0.41% hits; AID 1443;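 active means cell killing above 50% in the first pass at 4 µM, then a duplicate retest at 5 µM averaging 50% or more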;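 further: plate controls were cells with TRAIL plus DMSO for no effect and medium-only wells lacking cells for full effect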
* hit, by the source's call; . = not tested or not shown; & = joins results of further samples; ! = not confirmed by another sample; [ ] = another dose, or the depositor's remark. An excerpt; the hit share may differ from the screen's.

SMILES	Wee1 stabilizer	zVAD death inh	CHOP inhibitor	FXIIa inh	EP2 antag	FXIa inh 1536	TNF necrop inh	TbHK1 inh	PPC-1+TRAIL kill
O=C(C1=C(O)C(=O)N(Cc2ccccc2)C1c1cccnc1)c1ccco1 (stereo not given)	0.4	0.0	.	.	15.0&13.7	.	0.1	-15.7	.
O=C1ON=C(c2cccc([N+](=O)[O-])c2)/C1=C/c1ccc(O)cc1	-3.4	-1.2	-88.0	-0.4	11.1	-10.9	-1.5	-32.2	-3.2
CCCCC(CCCC)=N/N=C/c1c(O)n(CC)c2cc(C3=NNC(=O)CC3)ccc12	1.2	0.9	41.2	4.4	6.6	3.3	-2.7	-16.5	14.5
COc1cc(CC(=O)Nc2nccs2)cc(OC)c1OC	-0.1	2.6	20.9	2.7	7.5	-1.1	1.5	-3.2	0.4
Cc1ccc(NC(=S)N2CCC(c3ccccc3)C2)c(Cl)c1 (stereo not given)	0.5	-0.4	7.0	12.3	5.1	2.2	-0.6	-0.1	35.3
CCN1CCN(C(=S)Nc2cccc(C(F)(F)F)c2)CC1	1.2	0.9	22.2	16.0	4.8	10.6	2.5	4.3	19.2
Cc1[nH]c2c([N+](=O)[O-])cccc2c1C	3.2	1.3	25.3	1.9	10.3	10.9	0.7	-10.9	11.5
Cc1ccc(OCC(=O)NNC(=O)CCC(=O)Nc2ccc(C)cc2C)cc1	0.8	0.4	-14.2	10.9	.	5.1	-1.4	6.8	22.3
CCN1CCN(C(=O)Cn2ncc3ccsc3c2=O)CC1	4.6	-0.4	-8.0	2.6	8.4	-10.6	-1.1	-9.0	1.7
Cc1cccc(N2C(=O)C(O)=C(C(=O)c3cccs3)C2c2ccc(F)cc2)n1 (stereo not given)	1.5	6.5	4.8	8.9	24.1	1.0	-0.7	-18.0	36.9
Cc1ccsc1/C=N/NC(=O)CN1CCN(Cc2ccccc2)CC1	-0.6	2.0	17.5	-0.1	14.6	4.1	3.4	-20.8	7.4
O=C(c1ccc(COc2ccccc2Cl)o1)N1CCN(Cc2ccc3c(c2)OCO3)CC1	3.2&-2.4	-0.8&2.5	73.0*!	10.2&3.4	11.1&2.0	-16.0&-4.0	-0.1&2.1	-11.7&-1.3	17.6&19.4
Nc1ccc(SCC(=O)Nc2cccc([N+](=O)[O-])c2)cc1	-0.8	-1.4	1.7	2.9	-3.7	-4.2	0.0	-0.2	26.6
O=C(N/N=C/c1ccccc1)NC1CCCCC1	3.8	10.7	39.3	1.1	5.3	-9.2	2.5	-5.8	-0.4
CCOC(=O)c1[nH]c(COC(=O)C2CC(=O)N(Cc3ccccc3)C2)c(C(=O)OCC)c1C (stereo not given)	1.6	-0.2	28.1	2.5	9.2	-1.6	-0.8	-6.2	22.6
O=C(CSc1nnc(CNc2ccccc2)o1)c1ccc2c(c1)OCCO2	-1.8	0.2	16.4	5.4	11.3	-8.1	-13.2	-4.1	41.4
CCOC(=O)N1CCN(C(=S)NC(=O)C23CC4CC(CC(C4)C2)C3)CC1	1.8	0.9	30.0	9.8	4.3	1.0	1.1	0.6	-8.5
CC(=O)Nc1ccc(NC(=O)C(C)OC(=O)C2CC3C=CC2C3)cc1 (stereo not given)	-3.5	1.3	-1.6	-3.4	1.2	2.6	1.3	-0.6	21.9
O=C(NNC1=C(C(=O)C(F)(F)F)CCC1)c1cccc(Cl)c1	2.8	2.1	10.3	7.1	15.7	-11.8	0.9	-3.4	0.8
O=C(NCc1ccc2c(c1)OCO2)c1ccc2c(c1)C(=O)N(Cc1cccnc1)C2=O	-1.8	0.4	16.3	8.8	17.1	-5.3	-1.9	-0.4	-3.3
CC1Cc2ccccc2N1C(=O)CSc1nc2ccccc2o1 (stereo not given)	0.1	0.0	-28.6	15.9	9.3	11.1	1.3	-4.1	3.1
CCOc1ncccc1C(=O)OCc1cc(=O)oc2c(C)c(C)ccc12	4.2	1.8	75.0*	15.1	7.4	1.4	-0.4	-2.8	29.5
Cc1nc(Nc2ccc(F)cc2)[nH]c(=O)c1CCC(C)C	1.2	-0.1	104.5*	7.7	4.3	4.0	-1.6	22.9	20.3
CCOc1ccc(/C=N/O)cc1	-1.6	-0.4	-21.0	0.1	9.9	-14.8	-2.3	-4.7	7.7
COc1cccc(CC2(CO)CCN(Cc3ccc4cccc(F)c4n3)CC2)c1	4.0	-0.1	16.4	13.3	2.6	4.8	2.3	-4.5	2.5
(next part)
SMILES	Wee1 stabilizer	zVAD death inh	CHOP inhibitor	FXIIa inh	EP2 antag	FXIa inh 1536	TNF necrop inh	TbHK1 inh	PPC-1+TRAIL kill
COc1ccccc1NC(=O)Oc1ccc(C(C)=O)cc1	0.2	0.1	-16.2	11.0	11.7	2.0	-0.5	-12.2	-0.1
CC(Sc1nnc(COc2ccc(Cl)cc2)n1Cc1ccccc1)C(=O)O (stereo not given)	-2.6	38.5	10.2	6.0	1.8	-3.4	0.0	-6.5	-1.0
CCOC(=O)C1=C(CC)Nc2ccccc2N=C1NC(=O)Nc1ccccc1OC	-4.1	0.4	0.1	-7.9	7.4	-11.9	-0.7	2.6	-11.3
C[C@]12CC[C@@H]3c4ccc(O)cc4CC[C@H]3[C@@H]1CC[C@@H]2O	-2.5	21.8	24.8&15.4	6.6	11.8&15.1	13.8	-0.3	0.3	7.0
O=C(Cn1c(=O)c(=O)n(Cc2ccccc2)c2ccc(Cl)cc21)Nc1cc(F)ccc1F	-3.3	0.6	18.6	-1.3	5.5	-4.3	0.7	-7.2	-0.8
C=C(C)C1CCC2(C(=O)O)CCC3(C)C(CCC4C5(C)C(C=O)C(O)C(C)(C)C5CCC43C)C12 (stereo not given)	.	-0.5	84.9*	9.1	17.9	4.4	-0.6	-4.0	13.9
Cc1cc2nc3n(c2cc1C)CC1CC(C(=O)NCCc2cccs2)N(C)C31 (stereo not given)	.	0.7	-25.2	5.3	10.7	2.2	3.0	-10.1	9.4
CC(C)OCCCNC1=C(Cl)C(=O)c2ccccc2C1=O	2.7	1.2	-33.5	2.9	5.6	4.2	-2.6	-4.2	32.9
COc1ccc(N2CCN(c3ncccc3C#N)CC2)cc1	1.6	0.5	13.9	14.6	3.6	4.5	2.1	-3.4	6.8
O=C(CN1CCN(Cc2ccccc2)CC1)NC(c1ccccc1)c1ccccc1	4.1	0.8	-8.5	4.8	8.6	-3.2	0.0	-10.5	-6.5
Cn1c(SCc2nnc(-c3ccccc3)o2)nc2ccccc21	0.0	2.7	-3.1	9.2	12.2	-3.4	0.8	1.1	21.4
O=C(CCn1ccnc1)Nc1nc2ccccc2[nH]1	1.8	1.4	-5.1	1.8	3.3	-3.2	1.0	-3.5	4.7
CC1CCCCC1NC(=O)COC(=O)c1ccc(N(C)C)cc1 (stereo not given)	-0.7	3.1	5.9	24.7	7.2	24.6	0.0	-30.6	-8.1
O=S(=O)(Nc1cccc(-c2nc3cccnc3s2)c1)c1ccc2c(c1)CCCC2	0.0	.	1.3	7.9	13.3	35.3	1.1	7.3	18.2
COc1cc(/C=N/n2c(-c3n[nH]c4c3CCC4)n[nH]c2=S)cc(OC)c1O	1.2	0.3	4.1	12.3	3.7	2.7	0.3	-30.8	3.8
CCOc1ccc(C(C)(C)C)cc1S(=O)(=O)N1CC(C)OC(C)C1 (stereo not given)	0.9	0.0	32.5	-10.2	8.0	-6.8	-0.4	1.9	6.4
Cc1c(O)ccc(/C(Cc2ccc3ccccc3n2)=N\O)c1O	0.5	0.0	21.4	9.9	7.4	4.0	-7.2	-0.2	-4.7
Cc1ccccc1C(=O)Nc1nc(=S)ss1	-0.2	0.2	0.1	13.5	10.6	5.3	-2.7	-21.0	8.3
COC(=O)Nc1nc2c(C)cccc2s1	0.9	1.0	-1.1	19.7	9.8	29.5	2.8	4.4	43.1
O=C(NC1CCCCC1)N1CCN(C(c2ccccc2)c2ccccc2)CC1	-0.9	3.2	43.9	15.1	21.1	-2.6	0.6	6.0	30.2
CC(C)(C)c1ccc(C(=O)/C=C2\NC(=O)CS2)cc1	1.8	-0.2	-18.7	4.5	9.6	2.1	-3.2	-34.3	56.0*[5 µM]
O=C(Nc1cnc2ccccc2c1)c1ccncc1	8.1	0.3	-37.8	4.7	7.7	-6.5	0.8	-4.7	13.0
CCn1c2ccccc2c2cc(NC(=O)CNC)ccc21	0.2	23.3	6.0	0.9	13.9	-4.3	3.6	-25.1	-3.1
Cc1n[nH]c(C)c1C(=O)CC1(O)C(=O)N(Cc2ccccc2)c2ccc(Br)cc21 (stereo not given)	0.3	-0.4	6.1	-4.0	8.0	-7.0	-2.3	-1.9	-9.9
Cc1ccccc1-n1nc(-c2ccc(N)cc2)cc1N	-2.2	0.6	-16.3	11.3	8.1	2.8	-0.3	6.6	7.2

Whole records from above.
O=C(CN1CCN(Cc2ccccc2)CC1)NC(c1ccccc1)c1ccccc1 is listed with Wee1 stabilizer = 4.1; zVAD death inh = 0.8; CHOP inhibitor = -8.5; FXIIa inh = 4.8; EP2 antag = 8.6; FXIa inh 1536 = -3.2; TNF necrop inh = 0.0; TbHK1 inh = -10.5; PPC-1+TRAIL kill = -6.5
O=S(=O)(Nc1cccc(-c2nc3cccnc3s2)c1)c1ccc2c(c1)CCCC2 is listed with Wee1 stabilizer = 0.0; zVAD death inh = .; CHOP inhibitor = 1.3; FXIIa inh = 7.9; EP2 antag = 13.3; FXIa inh 1536 = 35.3; TNF necrop inh = 1.1; TbHK1 inh = 7.3; PPC-1+TRAIL kill = 18.2

(list continues)
SMILES	Wee1 stabilizer	zVAD death inh	CHOP inhibitor	FXIIa inh	EP2 antag	FXIa inh 1536	TNF necrop inh	TbHK1 inh	PPC-1+TRAIL kill
CC(=O)NNc1nc(-c2ccccc2)c2cc(Br)ccc2n1	0.5	-0.2	13.8	13.5	15.4	4.5	-2.9	-7.2	10.1
COC(CNc1ncnc2c1cnn2C)OC	-1.3	0.9	12.3	2.4	5.3	-9.1	2.6	3.0	0.0
O=C1Nc2ccccc2C(O)(C(=O)NCc2ccco2)N1c1ccc(Cl)c(Cl)c1 (stereo not given)	-1.2	1.6	-10.7	13.3	4.6	4.4	1.0	-3.3	37.3
Cc1cc(C)nc(Nc2ncn[nH]2)n1	-2.8	11.8	-18.3	7.8	1.5	-4.6	0.3	-8.7	-8.5
Nn1c(SCC(=O)Nc2nc3ccccc3s2)nncc1=O	-3.6	0.8	16.6	5.6	4.6	4.9	3.6	2.8	6.4
CCn1c(SCC(=O)Nc2ccc(N(C)C)cc2)nnc1-c1cccc(C)c1	4.7	-0.3	5.4	13.0	20.3	4.4	-0.6	-1.7	7.3
COc1cc(CNc2nnnn2C)ccc1OCc1c(F)cccc1Cl	-0.5	0.6	14.0	2.0	2.6	-3.8	0.7	-1.0	-2.0
Cc1nn(C)c(C)c1-c1c(C#N)c(N)nc2c1CCCCCC2	-2.5	0.3	-6.8	7.0	13.7	2.9	-2.0	-11.0	-1.1
Cc1ccc(NC(=O)c2ccco2)c(NC(=O)CN2C(=O)c3ccccc3C2=O)c1	-0.3	1.8	7.4	23.9	8.1	5.7	0.7	1.7	-4.8
CCN1CCCC1CNC(=O)c1cn(CC)c2ccc(S(=O)(=O)N3CCCCCC3)cc2c1=O (stereo not given)	-2.3	-0.5	6.1	17.5	.	1.3	0.0	-8.9	-9.6
O=c1[nH]c(=O)c2nc(-c3ccc(Cl)cc3)cnc2[nH]1	3.8	1.5	41.4	-3.7	5.7	-10.8	-2.6	-9.9	9.9
Cn1c(=O)c([N+](=O)[O-])c(NCc2ccccc2)c2ccccc21	-0.3	-0.3	-3.1	11.8	0.3	-16.0	-4.0	-9.5	41.6
CCOC(=O)C1CCN(CCC(=O)Nc2ccc(C)cc2)CC1	1.4	-0.6	-4.5	5.4	4.4	2.0	1.4	-2.2	.
